PI5P4Ka inh: PI5P4K alpha (human) kinase inhibition. P48426. PI5P4Kalpha enzyme, ADP-Glo luminescence, 60 min; active compounds read low. max response, %. actives 1.2% (n = 330,000); active means max response of -50% or lower; inconclusive means between -30% and -50%; inactive means -30% or higher; further: value at the top dose of about 77 µM; on the % scale 0 is the no-effect control and ±100 the full control effect
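PI5P4Kalpha ADP-Glo assay; 5 microM ATP final; 60 min RT reaction; HEPES pH 7.4/EGTA/CHAPS, 5% DMSO; controls lacking substrate or enzyme; luminescent end-point.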
WRN inhibitor: WRN helicase (human) inhibition | Q14191 | WRN helicase unwinding, fluorescent forked duplex, kinetic | actives 0.46% (n = 360,000) | AID 651768 | Potency, µM (highest dose often 114 µM), inactives show at the highest dose activity change, negative = inhibition, most hits filed as inhibitors; further: potency means the concentration at half of the fitted maximal effect; on the % scale 0 is the no-effect control and ±100 the full control effect; nearly all actives have a fitted effect of over 55% in size
Target sequence (Q14191 whole entry, looked up): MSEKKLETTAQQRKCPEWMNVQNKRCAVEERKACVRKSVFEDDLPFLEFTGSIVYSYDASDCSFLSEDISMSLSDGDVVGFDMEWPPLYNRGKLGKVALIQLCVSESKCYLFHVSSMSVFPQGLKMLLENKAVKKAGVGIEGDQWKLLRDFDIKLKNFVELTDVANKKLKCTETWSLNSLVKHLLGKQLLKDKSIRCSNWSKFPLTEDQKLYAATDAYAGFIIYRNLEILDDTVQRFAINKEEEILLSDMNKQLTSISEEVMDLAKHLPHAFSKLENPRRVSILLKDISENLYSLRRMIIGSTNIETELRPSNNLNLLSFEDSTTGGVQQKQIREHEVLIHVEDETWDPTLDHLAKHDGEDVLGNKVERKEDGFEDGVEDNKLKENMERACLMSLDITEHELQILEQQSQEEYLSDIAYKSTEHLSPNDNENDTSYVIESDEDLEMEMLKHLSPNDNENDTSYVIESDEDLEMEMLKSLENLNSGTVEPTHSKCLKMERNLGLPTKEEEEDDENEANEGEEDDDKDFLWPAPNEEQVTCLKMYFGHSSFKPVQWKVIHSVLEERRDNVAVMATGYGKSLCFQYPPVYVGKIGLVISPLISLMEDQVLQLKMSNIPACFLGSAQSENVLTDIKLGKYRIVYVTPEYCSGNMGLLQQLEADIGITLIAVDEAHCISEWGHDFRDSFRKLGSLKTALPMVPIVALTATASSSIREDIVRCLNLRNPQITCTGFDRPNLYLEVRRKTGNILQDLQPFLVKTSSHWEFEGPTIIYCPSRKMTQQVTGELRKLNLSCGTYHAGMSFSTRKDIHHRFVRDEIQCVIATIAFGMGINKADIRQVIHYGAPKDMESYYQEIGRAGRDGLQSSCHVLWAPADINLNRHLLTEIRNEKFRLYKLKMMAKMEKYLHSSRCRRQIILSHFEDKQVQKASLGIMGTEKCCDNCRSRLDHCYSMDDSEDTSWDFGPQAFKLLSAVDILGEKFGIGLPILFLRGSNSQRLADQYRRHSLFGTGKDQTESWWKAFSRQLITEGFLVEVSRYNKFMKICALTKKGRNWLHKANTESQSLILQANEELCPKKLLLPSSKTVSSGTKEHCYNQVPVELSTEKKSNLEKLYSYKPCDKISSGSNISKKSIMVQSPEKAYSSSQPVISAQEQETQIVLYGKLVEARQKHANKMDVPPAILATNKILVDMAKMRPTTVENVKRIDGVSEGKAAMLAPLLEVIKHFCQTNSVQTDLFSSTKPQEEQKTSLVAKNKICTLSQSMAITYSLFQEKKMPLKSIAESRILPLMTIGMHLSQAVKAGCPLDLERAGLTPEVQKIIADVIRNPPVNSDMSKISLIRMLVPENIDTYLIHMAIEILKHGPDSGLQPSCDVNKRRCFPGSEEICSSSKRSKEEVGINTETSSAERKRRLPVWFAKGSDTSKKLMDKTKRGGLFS
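Primary qHTS, 1536-well format. 20 nM WRN + compound, 15 min RT; start with 100 nM forked fluorophore/quencher duplex, 2 mM ATP (final); kinetic read ex 525/em 598 nm.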
EPAC1 antagonist: blocks human EPAC1 exchange factor; EPAC1 GEF assay, Rap1b-BODIPY-GDP exchange fluorescence; Potency, µM (titrated, usually from 115 µM), for the others: at the highest dose activity change, negative = inhibition, usual class: inhibitors; actives 0.14% (n = 360,000);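 further: potency means the concentration at half of the fitted maximal effect; plate controls were vehicle for no effect and positive control for full effect; nearly all actives have a fitted effect of over 50% in size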
PLK1 PBD block: blocks phosphopeptide binding to human PLK1 polo-box domain; P53350; Plk1 PBD binding of FITC phosphopeptide, fluorescence polarization; Potency, µM, for the others: max response, negative = inhibition, actives largely listed as inhibitors; actives 2.8% (n = 360,000); AID 720504; further: potency means the concentration at half of the fitted maximal effect; series mostly up to about 57 µM; on the % scale 0 is the no-effect control and ±100 the full control effect; nearly all actives have a fitted effect of over 65% in size
IL2 activator: activators of IL-2; IL-2 activation reporter assay, cell-based qHTS; stimulated with anti-CD3/CD4/CD28 beads; in transgenic mouse T cells; activation, % (series mostly up to about 46 µM); actives 0.065% (n = 360,000); AID 652025; in the data active means activation above about 50%; inconclusive means mostly about 30% to 49%; further: 0% is about no effect
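Readout is EGFP and DsRed signal by fluorescent plate cytometry after 18 h at 37 degrees C. Transgenic mouse T cells (750/well) received compound for 60 min before bead stimulation (anti-CD3, anti-CD4, anti-CD28); memory T cells served as non-tolerant control.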
EPAC1 agonist: EPAC1 (human) agonism; O95398; EPAC1 agonist qHTS, biochemical assay; response scale: 100% = response to 6.5 mM cAMP; Potency, µM (series often up to 154 µM), inactives show at the top dose activation, usual class: activators; actives 0.073% (n = 360,000); further: potency means the concentration at half of the fitted maximal effect; nearly all actives have a fitted effect of over 60% in size
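Fluorescent GDP-exchange assay: 100 nM EPAC1 with 250 nM Rap1B preloaded with BODIPY-GDP and 50 uM GDP; compounds tested as concentration series, 5 min at room temperature, then read every 5 min for 30 min (ex 480/em 540 nm); normalized to 6.5 mM cAMP.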
EPAC2 ag: EPAC2 (human) agonism; EPAC2 activation, biochemical qHTS; response scale: 100% = 6.5 mM cAMP response; Q8WZA2; AID 720711; actives 0.079% (n = 360,000); Potency, µM (top dose mostly 154 µM), for inactives: at the highest dose activation, hits mostly activators; further: potency means the concentration at half of the fitted maximal effect; nearly all actives have a fitted effect of over 50% in size
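EPAC2 (100 nM) mixed with Rap1B loaded with BODIPY-GDP (250 nM) plus 50 uM unlabeled GDP; compounds pinned in, 5 min RT, then read every 5 min for 30 min (ex 480, em 540 nm). Normalized to cAMP control.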
CCT modulator: cytosolic chaperonin activity modulation. AID 651819. activity change, % (test concentration not listed), hits read low. purified chaperonin ATPase assay, HTRF ADP detection, 30 min. actives 0.3% (n = 360,000); in the data active means activity change below about -30%; further: on the % scale 0 is the no-effect control and ±100 the full control effect
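Nucleotide hydrolysis assay: TRiC at 20–40 nM final (set by batch activity) with 10 uM ATP, 30 min at 37 °C, in presence of 76 uM compound. Detection by competitive ADP HTRF, 30 min ambient.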
Numbers without * were called inactive; [ ] = remark or other dose. Unless noted, the call rests on the fitted dose curve; in most records, active means well fitted curve in the direction sought with a large enough effect; inconclusive means small, poorly fitted or top-dose-only effect, or another doubt; inactive means no such curve, though single readings can be large; an effect the other way counts as inactive or inconclusive. The list is partial; the hit share may differ from the screen's.

How did O=C(c1cccc(S(=O)(=O)N2CCCC2)c1)N1CCN(c2ccccc2)CC1 do in these assays?
WRN inhibitor: 13%; EPAC1 antagonist: -1%; PLK1 PBD block: -3%; IL2 activator: -2.4; EPAC1 agonist: 10%; EPAC2 ag: 3%; CCT modulator: -10

What do the screens show for `O=C(NNc1ccccc1[N+](=O)[O-])NC1CCCCC1`?
PI5P4Ka inh: 1; WRN inhibitor: 1%; EPAC1 antagonist: 1%; PLK1 PBD block: -19%; IL2 activator: -3.0; EPAC1 agonist: 4%; EPAC2 ag: 9%; CCT modulator: -1.6

What do the screens show for `Cc1c(C(=O)NCc2ccc3c(c2)OCO3)sc2nc(-c3ccc(F)cc3)cn12`?
PI5P4Ka inh: 2; WRN inhibitor: 1%; EPAC1 antagonist: -29%; PLK1 PBD block: -12%; IL2 activator: -3.8; EPAC1 agonist: 4%; EPAC2 ag: 13%; CCT modulator: -0.1

How did CC(O)(c1ccccc1)c1nc(-c2ccc(S(C)(=O)=O)cc2)cs1 (centres undefined) do in these assays?
PI5P4Ka inh: -1; WRN inhibitor: 3%; EPAC1 antagonist: -8%; PLK1 PBD block: -12%; IL2 activator: -0.6; EPAC1 agonist: 7%; EPAC2 ag: 19%; CCT modulator: 1.1

What do the screens show for `CC(C)c1ccc(NS(=O)(=O)c2ccc3[nH]cc(C(=O)N4CCC(C(N)=O)CC4)c(=O)c3c2)cc1`?
PI5P4Ka inh: 2; WRN inhibitor: -7%[11.6 µM]; EPAC1 antagonist: 0%; PLK1 PBD block: -7%; IL2 activator: 1.0; EPAC1 agonist: 1%; EPAC2 ag: -3%; CCT modulator: -0.2

How did COc1ccc(S(=O)(=O)NCC(c2cccnc2)N2CCN(c3ccccc3)CC2)cc1C (centres undefined) do in these assays?
PI5P4Ka inh: 3; WRN inhibitor: -5%; EPAC1 antagonist: 0%; PLK1 PBD block: -5%; IL2 activator: -0.2; EPAC1 agonist: 0%; EPAC2 ag: 18%; CCT modulator: -2.2

How did COc1ccc2c(c1)C1NC(=S)N[C@@](C)(O2)C1C(=O)Nc1ccccc1 (some centres undefined) do in these assays?
PI5P4Ka inh: 4; WRN inhibitor: -21%; EPAC1 antagonist: 0%; PLK1 PBD block: -7%; IL2 activator: 0.8; EPAC1 agonist: 5%; EPAC2 ag: 1%; CCT modulator: -1.9

Results for CCCn1c(C)cs/c1=N\C(=S)Nc1ccccc1 ?
PI5P4Ka inh: 6; WRN inhibitor: -5%; EPAC1 antagonist: -1%; PLK1 PBD block: -9%; IL2 activator: -3.6; EPAC1 agonist: -9%; EPAC2 ag: 10%; CCT modulator: 0.9

Results for COc1ccccc1CNC(=O)COC(=O)c1cc(C)nc2ccccc12 ?
PI5P4Ka inh: 9; WRN inhibitor: -25%; EPAC1 antagonist: 3%; PLK1 PBD block: -7%; IL2 activator: -2.8; EPAC1 agonist: 8%; EPAC2 ag: 1%; CCT modulator: -2.6

Results for Cc1ccnc(SCc2cn3c(C)cc(C)nc3n2)n1 ?
PI5P4Ka inh: 6; WRN inhibitor: 1%; EPAC1 antagonist: 3%; PLK1 PBD block: -7%; IL2 activator: 0.5; EPAC1 agonist: -6%; EPAC2 ag: 11%; CCT modulator: -0.5

What do the screens show for `Cc1ccc(O)c(C(CC(=O)NCc2cccnc2)c2ccccc2)c1` (centres undefined)?
PI5P4Ka inh: 15; WRN inhibitor: 4%[57.1 µM]; EPAC1 antagonist: -4%; PLK1 PBD block: -5%; IL2 activator: 0.3; EPAC1 agonist: -3%; EPAC2 ag: 3%; CCT modulator: -2.2

Results for Cc1ccc(NC(=O)N2CCCN(Cc3ccc(F)cc3)C2)cc1C ?
PI5P4Ka inh: 10; WRN inhibitor: 4%; EPAC1 antagonist: -12%; PLK1 PBD block: -4%; IL2 activator: -0.1; EPAC1 agonist: 14%; EPAC2 ag: -20%; CCT modulator: -3.5

Results for NC(=O)c1nnsc1-c1ccco1 ?
PI5P4Ka inh: -2; WRN inhibitor: 2%; EPAC1 antagonist: -18%; PLK1 PBD block: -2%; IL2 activator: 0.3; EPAC1 agonist: 5%; EPAC2 ag: 0%; CCT modulator: -1.2

How did COc1ccc(-c2csc(Nc3ccc(S(=O)(=O)Nc4cc(C)on4)cc3)n2)cc1 do in these assays?
PI5P4Ka inh: -23; WRN inhibitor: -23%; EPAC1 antagonist: inconclusive; PLK1 PBD block: 19µM*; IL2 activator: -1.0; EPAC1 agonist: -6%; EPAC2 ag: 1%; CCT modulator: -2.9

How did O=C1/C(=C\c2ccc(O)cc2)SC(=S)N1/N=C/c1ccc(O)cc1 do in these assays?
PI5P4Ka inh: -25; WRN inhibitor: inconclusive; EPAC1 antagonist: 3%; PLK1 PBD block: 53%[activator]; IL2 activator: 17; EPAC1 agonist: 18%; EPAC2 ag: 14%; CCT modulator: -1.7

What do the screens show for `CC(Oc1cc2oc(=O)c3c(c2cc1Cl)CCC3)C(=O)NCCCN1CCCC1=O` (centres undefined)?
PI5P4Ka inh: 1; WRN inhibitor: 9%; EPAC1 antagonist: 2%; PLK1 PBD block: -14%; IL2 activator: 0.0; EPAC1 agonist: 3%; EPAC2 ag: -6%; CCT modulator: -0.6

How did O=C(CSc1nnc(NC(=O)c2cccc(Cl)c2)s1)NCC1CCCO1 (centres undefined) do in these assays?
PI5P4Ka inh: 21; WRN inhibitor: -23%; EPAC1 antagonist: -9%; PLK1 PBD block: -1%; IL2 activator: 2.4; EPAC1 agonist: -10%; EPAC2 ag: -4%; CCT modulator: -2.9

How did CC1(C(=O)NCc2cccc(Cl)c2)Cc2c(-c3ccc4c(c3)OCO4)ccnc2O1 (centres undefined) do in these assays?
PI5P4Ka inh: 5; WRN inhibitor: 1%; EPAC1 antagonist: -4%; PLK1 PBD block: 3%; IL2 activator: -0.4; EPAC1 agonist: -6%; EPAC2 ag: 8%; CCT modulator: -1.7

How did Clc1ccc(OCCSc2ncccn2)cc1 do in these assays?
PI5P4Ka inh: 2; WRN inhibitor: 3%; EPAC1 antagonist: -25%; PLK1 PBD block: -6%; IL2 activator: -3.6; EPAC1 agonist: 0%; EPAC2 ag: 6%; CCT modulator: -0.5

Results for COc1ccc(CCNC(=O)CCc2nnc(Cc3ccc4c(c3)OCO4)o2)c(OC)c1 ?
PI5P4Ka inh: 0; WRN inhibitor: -23%; EPAC1 antagonist: 3%; PLK1 PBD block: -7%; IL2 activator: -2.3; EPAC1 agonist: -1%; EPAC2 ag: 15%; CCT modulator: 1.1

How did Cc1nc(N2CCN(c3ccccc3)CC2)[nH]c(=O)c1CCC(C)C do in these assays?
PI5P4Ka inh: -2; WRN inhibitor: -1%; EPAC1 antagonist: -9%; PLK1 PBD block: -14%; IL2 activator: 2.0; EPAC1 agonist: 6%; EPAC2 ag: 1%; CCT modulator: -0.2

What do the screens show for `COc1ccccc1/C=N/NC(=O)NC12CC3CC(CC(C3)C1)C2`?
PI5P4Ka inh: 17; WRN inhibitor: -3%; EPAC1 antagonist: -14%; PLK1 PBD block: -12%; IL2 activator: 0.4; EPAC1 agonist: 13%; EPAC2 ag: 5%; CCT modulator: -0.1

Results for Clc1cccc(NCc2nnc3n2CCCCC3)c1 ?
PI5P4Ka inh: -7; WRN inhibitor: -7%; EPAC1 antagonist: -12%; PLK1 PBD block: -18%; IL2 activator: -0.2; EPAC1 agonist: 2%; EPAC2 ag: 10%; CCT modulator: 0.1

Results for CN1CCN(CCN2CCn3c2nc2ccccc23)CC1 ?
PI5P4Ka inh: 4; WRN inhibitor: 7%; EPAC1 antagonist: -7%; PLK1 PBD block: -11%; IL2 activator: -0.7; EPAC1 agonist: 10%; EPAC2 ag: -2%; CCT modulator: -1.0

Results for O=C(NCc1ccccn1)c1ccc(-c2ccccc2)cc1 ?
PI5P4Ka inh: -5; WRN inhibitor: -16%; EPAC1 antagonist: -2%; PLK1 PBD block: -4%; IL2 activator: -2.1; EPAC1 agonist: -5%; EPAC2 ag: -6%; CCT modulator: 0.8

How did COC(=O)c1ccccc1NC(=O)c1ccc(NS(C)(=O)=O)cc1 do in these assays?
PI5P4Ka inh: -1; WRN inhibitor: -3%; EPAC1 antagonist: 9%; PLK1 PBD block: 2%; IL2 activator: 0.6; EPAC1 agonist: -3%; EPAC2 ag: -19%; CCT modulator: -1.1

How did O=C(OCCc1cc2ccccc2c(=O)o1)c1ccc(C(F)(F)F)cc1 do in these assays?
PI5P4Ka inh: 11; WRN inhibitor: -4%; EPAC1 antagonist: -23%; PLK1 PBD block: 5%; IL2 activator: 0.9; EPAC1 agonist: -18%; EPAC2 ag: -5%; CCT modulator: 0.2

What do the screens show for `CCN(C[C@H]1N[C@@](Cc2ccccc2)(C(=O)OC)[C@H]2C(=O)N(Cc3ccccc3)C(=O)[C@@H]12)C(C)=O`?
PI5P4Ka inh: 4; WRN inhibitor: -3%; EPAC1 antagonist: -6%; PLK1 PBD block: -12%; IL2 activator: 1.1; EPAC1 agonist: -1%; EPAC2 ag: -2%; CCT modulator: -0.8

Results for CC(=O)NCCn1c(SCC(=O)NCc2ccco2)nc2ccccc2c1=O ?
WRN inhibitor: -6%; EPAC1 antagonist: -2%; PLK1 PBD block: -3%; IL2 activator: 4.4; EPAC1 agonist: 10%; EPAC2 ag: 9%; CCT modulator: -7.1

Looked up by compound from the list above, 3 records:
How did O=C(OCCc1cc2ccccc2c(=O)o1)c1ccc(C(F)(F)F)cc1 do in these assays?
PI5P4Ka inh: 11; WRN inhibitor: -4%; EPAC1 antagonist: -23%; PLK1 PBD block: 5%; IL2 activator: 0.9; EPAC1 agonist: -18%; EPAC2 ag: -5%; CCT modulator: 0.2

How did O=C(CSc1nnc(NC(=O)c2cccc(Cl)c2)s1)NCC1CCCO1 (centres undefined) do in these assays?
PI5P4Ka inh: 21; WRN inhibitor: -23%; EPAC1 antagonist: -9%; PLK1 PBD block: -1%; IL2 activator: 2.4; EPAC1 agonist: -10%; EPAC2 ag: -4%; CCT modulator: -2.9

What do the screens show for `CC(Oc1cc2oc(=O)c3c(c2cc1Cl)CCC3)C(=O)NCCCN1CCCC1=O` (centres undefined)?
PI5P4Ka inh: 1; WRN inhibitor: 9%; EPAC1 antagonist: 2%; PLK1 PBD block: -14%; IL2 activator: 0.0; EPAC1 agonist: 3%; EPAC2 ag: -6%; CCT modulator: -0.6
